# Screening data deposited in PubChem BioAssay by Broad Institute.
# BL2 CD40 inh: inhibitors of CD40-induced NF-kB signaling, primary screen, BL2 cells, luciferase reporter, single point; CD40L-induced, 4 h; inhibition, % at 10 µM; AID 1053188, 2014; actives 0.94% (n = 83,000);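 active = mean inhibition of at least 50% with a set share of replicates also reaching that level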;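 also: 0% = neutral control wells and 100% = IKK inhibitor VII at 50 µM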
# * marks the source's active call; other numbers are inactive results; [ ] = another dose, or the depositor's remark. These rows are one share of the data, so the mix of outcomes need not match the whole.
SMILES,BL2 CD40 inh
CC(C)NC(=O)N(C)C[C@H]1Oc2c(N)cccc2C(=O)N(C)C[C@H]1C,-4
CC(C)[C@H](NS(=O)(=O)c1cccc(C(F)(F)F)c1)C(=O)OCC(=O)NC(=O)NCc1ccco1,-4
CCN(C(=O)COC(=O)CNC(=O)c1cccc(C)c1)c1c(N)n(Cc2ccccc2)c(=O)[nH]c1=O,12
COc1cccc(-c2cccc(-c3nc(C(=O)O)cc4c3[C@@H](CCO)N(S(=O)C(C)(C)C)C4)c2)c1 (stereo partly drawn),-7[25 µM]
CC(C)n1ncc2c(C(=O)N3CCN(c4ccccc4)CC3)cc(-c3ccccc3)nc21,7
Cc1ccccc1S(=O)(=O)N1[C@H](CO)[C@@H](c2ccc(-c3ccc(F)cc3)cc2)[C@@H]1C#N,-11[25 µM]
COc1ccc(N(C)S(=O)(=O)c2cccc(C(=O)N(C)Cc3ccc(C)o3)c2)cc1,22
Cc1ccc(NC(=O)CN(C)C(=O)C(C)OC(=O)CNC(=O)c2ccc(Cl)c([N+](=O)[O-])c2)cc1 (stereo not drawn),-10
COc1cccc(C2C(=O)N(C3CCCCC3)CC(=O)N2Cc2ccc(F)cc2)c1 (stereo not drawn),14
Cc1cccn2cc(CCNC(=O)Cc3cccs3)nc12,-3
CCCN(CC(=O)Nc1ccccc1C)C(=O)c1ccc(C2SCCS2)cc1,-14
COc1ccc(C[C@@H]2CCn3cc(nn3)COC[C@@H](C)NC2=O)cc1,3[25 µM]
COC(=O)C[C@@H]1C[C@@H]2c3cc(NC(=O)C4CCOCC4)ccc3O[C@@H]2[C@@H](CO)O1,-7[25 µM]
CCC(C)c1ccccc1N1CC(C(=O)N(C)CC(=O)Nc2cccc(F)c2)CC1=O (stereo not drawn),-9
COCC(=O)N(C[C@H]1N[C@H](CO)[C@@H]1c1ccc(C2=CCCC2)cc1)C1CCCC1,20[25 µM]
CC(=O)Nc1nc2c(F)cccc2s1,-2
NNC(=O)c1ccc(-c2cccc([N+](=O)[O-])c2)o1,-3
COc1cccc(C(=O)N(Cc2cc3cc(C)ccc3[nH]c2=O)CC2CCCO2)c1 (stereo not drawn),5
COc1ccc(NC(=O)CN(C)C(=O)C23CC4CC(CC(C4)C2)C3)cc1,0
Cc1noc(C)c1C(=O)Nc1ccc2ccccc2c1,-26
NC(=NC(=O)c1ccccc1)N1N=CCC1c1ccccc1 (stereo not drawn),5
CCC(CC)C(=O)NCc1ccc(Cl)cc1,0
Cc1ccc(-n2nc3c4c(cccc4c2=O)-c2ccccc2-3)cc1,4
Cc1nc(-c2ccccc2)sc1-c1nnc(C2CC2)o1,-91
C/C(=N\Nc1nc(N)cc(Cl)n1)c1ccc(F)cc1,-28
CCCN(C)C[C@@H]1Oc2cc(/C=C/c3ccccc3)ccc2S(=O)(=O)N([C@@H](C)CO)C[C@@H]1C,-9[25 µM]
CC(=O)OCC(=O)NCc1ccc2c(c1)OCO2,7
CCOC(=O)N1CCC(NC(=O)c2cnc3n(c2=O)CCS3)CC1,3
CN(C)C(=O)COc1ccc(Br)cc1,-5
O=C(CSc1nc2ncc(Cl)cc2[nH]1)N1CCOCC1,-3
CCOC(=O)N1CCN(c2nnnn2-c2ccccc2)CC1,-2
CC1CN(C(=O)[C@@H]2CCCN2S(=O)(=O)c2ccc(Cl)cc2)CC(C)O1 (stereo partly drawn),15
C[C@H]1CCCCO[C@H](CN(C)S(=O)(=O)c2ccc(F)cc2)[C@@H](C)CN([C@@H](C)CO)C(=O)c2cc(NS(=O)(=O)c3ccccc3)ccc2O1,10
O=C(Nc1ccccc1N1CCN(C(=O)c2ccc(Cl)cc2)CC1)c1cccnc1,6
Cc1ccc(NC(=O)COC(=O)C2(CC(=O)NC(C)C)CCCC2)cc1C,4
O=C(COC(=O)/C=C/c1ccc(OC(F)F)cc1)Nc1cccc(S(=O)(=O)N2CCOCC2)c1,0
O=C(OCC(=O)N1CCOCC1)c1cccc(S(=O)(=O)Nc2ccc(F)cc2)c1,4
CO[C@@H]1CN(C)C(=O)c2ccc(NS(C)(=O)=O)cc2OC[C@@H](C)N(CC2CC2)C[C@H]1C,2[25 µM]
COc1ccc(-c2noc(C3CCCN(C(=O)Nc4ccccc4F)C3)n2)cc1 (stereo not drawn),8
CN(C)C(=O)c1ccc(-c2ccc([C@@H]3[C@H](C#N)N(S(C)(=O)=O)[C@H]3CO)cc2)cc1,-8[25 µM]
CCOC(=O)c1c(NC(=O)c2ccccc2)sc2c1CCc1ccccc1-2,14
CN(C[C@H]1[C@@H](c2ccccc2)[C@@H](CO)N1C(=O)C1CCC1)C(=O)c1ccncc1,-11[25 µM]
CCC(=O)N1[C@@H](CO)[C@@H](c2ccccc2)[C@@H]1CN(CC)C(=O)c1cccc(F)c1,0[25 µM]
C/C=C/c1ccccc1[C@@H]1[C@H](C#N)N(C(=O)c2cccnc2)[C@H]1CO,-7[25 µM]
CC1CCC(NC(=O)CSc2nnnn2C)CC1 (stereo not drawn),-7
CC(C)(C)NC(=O)CSc1nnc(NC(=O)c2ccccc2Cl)s1,-7
CCOCCCNC(=O)c1ccc(Cn2c(=S)[nH]c3c([nH]c4ccc(OC)cc43)c2=O)cc1,-4
COc1ccc(S(=O)(=O)N(C)C[C@@H]2Oc3c(NC(=O)Nc4c(C)noc4C)cccc3C(=O)N([C@H](C)CO)C[C@@H]2C)cc1,-26[25 µM]
COc1ccc(Cl)cc1NC(=O)CN1C(=O)NC(Cc2c[nH]c3ccccc23)C1=O (stereo not drawn),-7
CC(C)(C)[S@@](=O)N1Cc2cc(C(=O)NC3CCC3)nc(-c3cccc(Br)c3)c2[C@H]1CCO,-39[25 µM]
NS(=O)(=O)c1ccc(Sc2nc3ccccc3s2)c([N+](=O)[O-])c1,81*
Cc1ccc(CNC(=O)CCNS(=O)(=O)c2cccs2)cc1,-3
CCCCC(=O)Nc1cccc(NC(=O)C(C)C)c1,9
COC(=O)c1ccccc1NC(=O)c1ccc2c(c1)OCCCO2,-24
Cc1noc(C)c1NC(=O)Nc1ccc2c(c1)CC(=O)N([C@@H](C)CO)C[C@@H](C)[C@H](CN(C)S(=O)(=O)c1cccs1)O2,-3[25 µM]
O=C(c1cnn2c(C(F)F)cc(-c3ccccc3)nc12)N1CCN2CCCC2C1 (stereo not drawn),0
O=C(CNS(=O)(=O)c1ccc(Br)s1)N1CCN(c2ncccn2)CC1,-8
NS(=O)(=O)c1ccc(CCNC(=O)COC(=O)Cc2ccc(Cl)cc2)cc1,6
CCOC(=O)c1c(-c2ccc(C)o2)csc1NC(=O)CN1CCC(C(N)=O)CC1,-6
O=S(=O)(NCC1(N2CCOCC2)CCCCC1)c1ccc(F)c(F)c1F,-13

# (further entries)
SMILES,BL2 CD40 inh
C[C@H](CO)N1C[C@H](C)[C@H](CN(C)Cc2ccc(Oc3ccccc3)cc2)Oc2c(NS(=O)(=O)c3cn(C)cn3)cccc2C1=O,4[25 µM]
CC(NCCc1ccc(O)cc1)C(O)c1ccc(O)cc1 (stereo not drawn),-1
CC=Cc1ccc2n(c1=O)C[C@H]1N[C@@H]2[C@@H](C(=O)NC2CCCC2)[C@@H]1CO (mixture of isomers),-17[25 µM]
Cc1ccc2nc(-c3cccnc3)c(NC3CCCC3)n2c1,11
Cc1ccc2c(CC(=O)NNC(=O)c3ccncc3)coc2c1,8
CCc1cccc(Nc2c3c(nc4ncnn24)CCC3)c1,6
COc1ccc2c(c1)[nH]c1c(=O)n(Cc3ccccn3)cnc12,-8
CN(C)CCCNC(=O)[C@@H]1[C@@H](CO)[C@@H]2Cn3c(ccc(C4=CCCC4)c3=O)[C@H]1N2Cc1cocn1,-5[25 µM]
COc1ccccc1CN1CC[C@@H]2[C@H](CO)Nc3ccc(-c4cccc(F)c4)cc3[C@@H]21,2[25 µM]
O=C(c1ccccc1)N(Cc1cccnc1)C1(C(=O)Nc2ccccc2)CCCCC1,9
CC(C)CCNC(=O)CN(C(=O)Cn1nnc(-c2ccc(F)cc2)n1)C1CCCC1,8
C[C@@H]1CN([C@H](C)CO)C(=O)CCCn2cc(nn2)CO[C@@H]1CN(C)C(=O)CCC(F)(F)F,3[25 µM]
Cc1nccn1-c1ncnc2sc3c(c12)CCCC3,14
Cc1ccc2cc(C)c(N3CCN(c4ccccn4)CC3)nc2c1,-18
Cn1c(N)c(C(=O)COC(=O)/C=C/c2ccccc2)c(=O)n(C)c1=O,6
CC(C)CN(C(=O)COC(=O)CCc1c[nH]c2ccccc12)C1CCS(=O)(=O)C1 (stereo not drawn),6
CN(c1ccccc1)S(=O)(=O)c1ccc2c(c1)OCCO2,-1
COc1cc(C(=O)NCC(c2cccs2)N2CCc3ccccc32)cc(OC)c1OC (stereo not drawn),-2
Cc1ccc(/C=C/S(=O)(=O)NCCC(=O)NCc2ccccc2F)cc1,3
CNc1cccc(-c2cccc(O)c2)n1,-60
O=C(NC(CC(=O)N1CCN(c2ccccc2)CC1)c1ccccc1)c1ccccc1 (stereo not drawn),-5
O=C(Nc1ccc(C(F)(F)F)cc1)c1cccc(-n2cnnn2)c1,2
COc1ccccc1C#Cc1ccc2c(c1)[C@H]1[C@H](CCN1S(=O)(=O)c1cccc(C)c1)[C@H](CO)N2,7[25 µM]
CC(C)(O)C#CC#CCN1CCOCC1,-3
COCCCn1c(SCC(=O)N2CCCC(C)C2)nnc1-c1ccco1 (stereo not drawn),3
CC(OC(=O)C1CCCC1)C(=O)Nc1ccc(S(N)(=O)=O)cc1 (stereo not drawn),-4
COc1cc(C(=S)N(C)C)ccc1O,-11
O=C(CSc1nc2[nH]ncc2c(=O)n1-c1ccc(Cl)c(Cl)c1)NCc1ccccc1Cl,22
COc1ccc(NC(=O)N(C)C[C@H]2Oc3ccc(NS(=O)(=O)c4ccc(Cl)cc4)cc3C(=O)N([C@H](C)CO)C[C@H]2C)cc1,-3
COC(=O)c1[nH]c2ccccc2c1NC(=O)C(C)N1CCOCC1 (stereo not drawn),12
CCOC(=O)c1nn(-c2ccc3c(c2)CCN3C(C)=O)cc1O,42
Cn1cc(CN(CCO)Cc2cccs2)c(-c2ccccc2F)n1,7
O=C(C[C@@H]1CC[C@H]2[C@@H](COC[C@@H](O)CN2Cc2ccc(Oc3ccccc3)cc2)O1)N1CCN(c2ccccc2)CC1,29[25 µM]
O=C(c1cc(C2CC2)on1)N1CCN(c2ccccc2)CC1,-17
O=C1CSC(c2cccc([N+](=O)[O-])c2)N1C1CC2CCC1C2 (stereo not drawn),-5
COc1ccc2[nH]c(C(=O)N3CCC(Cc4ccccc4)CC3)cc2c1,6
O=C(Nc1ccccc1C(=O)N1CCCCC1)c1ccco1,9
C/C=C/c1ccc([C@H]2[C@@H](CO)N3C(=O)CN(C(=O)Nc4cccc(OC)c4)C[C@H]23)cc1,-5[25 µM]
C[C@@H]1CN([C@@H](C)CO)C(=O)c2c(c3ccccc3n2C)-c2ccccc2CO[C@H]1CN(C)S(=O)(=O)c1ccccc1,18
c1cnc(N2CCN(c3nc4ccccc4n4cnnc34)CC2)nc1,0
C[C@H](NC(=O)[C@@H]1[C@@H](CO)[C@@H]2Cn3c(cccc3=O)[C@H]1N2Cc1ccncc1)c1ccccc1,-1[25 µM]
COc1cccc(NC(=O)N(Cc2ccco2)C(C)c2cccs2)c1 (stereo not drawn),13
N#Cc1c(N)nc2c(c1N)CC(CO)O2 (stereo not drawn),11
CCc1nnc(NC(=O)CCC(=O)N2CCN(Cc3ccccc3)CC2)s1,13
Cc1noc(C)c1S(=O)(=O)N(C)C[C@H]1OCCCC[C@H](C)Oc2ccc(NC(=O)CCC(F)(F)F)cc2C(=O)N([C@@H](C)CO)C[C@@H]1C,7[25 µM]
CN1C(=O)c2cc(NC(=O)C3CCC3)ccc2OC[C@@H]2O[C@H](CC(=O)NCc3ccccc3F)CC[C@H]21,6
O=C(Cc1cccs1)NNC(=S)NCc1ccco1,4
COC(=O)c1ccc2c(=O)n(CCCCCC(=O)NC(C)C)c(=O)[nH]c2c1,12
O=C(c1ccco1)N(Cc1ccccc1)c1cccc([N+](=O)[O-])c1,-1
Cc1ccc(CNC(=O)C(=O)NCC2CCCN2S(=O)(=O)c2cc(C)ccc2C)cc1 (stereo not drawn),10
